Source: PubChem BioAssay
IDE cell inh: human IDE inhibitors in live cells, primary screen, fluorescence polarization, HEK cells, FAbetaB substrate. Insulin-degrading enzyme (Homo sapiens), P14735. FAbetaB cleavage. inhibition, % at 5.59 µM. 0.41% of 320,000 active;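 active means percent inhibition above the average of all tested compounds plus 3 SD, set per screening campaign, cut at about 16% in these data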;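 further: IDE supplied by intact live HEK cells; FP after avidin binding of uncleaved biotin substrate so inhibition keeps polarization high; 0% = DMSO wells and 100% = 60 µM reference IDE inhibitor Ii1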
IMP-1 inhibitor: IMP-1 metallo-beta-lactamase inhibitors, primary screen, biochemical, epi-absorbance readout, Pseudomonas aeruginosa enzyme. purified IMP-1, nitrocefin hydrolysis, epi-absorbance fluorescence. inhibition, % at 5.6 µM. 0.45% of 290,000 active;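 active means inhibition above the mean plus 3 SD of all compounds in the same screening run, cut at about 4.5% in these data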;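 further: 0% = IMP-1 with DMSO and 100% = DMSO wells lacking enzyme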
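Assay system: purified recombinant IMP-1 beta-lactamase. Input: IMP-1 0.2 nM before substrate addition. Buffer or medium: Zinc- and detergent-supplemented HEPES buffer, pH 7.1. Schedule: 25 °C, 15 min preincubation, 25 min reaction. Signal: Epi-absorbance fluorescence, 480 nm excitation, 530 nm emission. Evaluation: percent inhibition from optical density relative to buffer-blank wells.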
M18AAP inhibitor: PfM18AAP inhibitors, malaria aminopeptidase, primary screen, biochemical, QFRET, recombinant enzyme. AID 1822, 2009. 1.2% of 290,000 active. inhibition, % at 7.35 µM. M18 aspartyl aminopeptidase (Plasmodium falciparum 3D7). H-Glu-NHMec fluorogenic cleavage;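 active means inhibition above the campaign mean inhibition over all tested compounds plus 3 SD, cut at about 28% in these data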;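 further: 0% = plate median of test compound wells and 100% = 2 mM ZnCl2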
VIM-2 inhibitor: VIM-2 metallo-beta-lactamase inhibitors, primary screen, biochemical, epi-absorbance readout, Pseudomonas aeruginosa enzyme; purified VIM-2, nitrocefin hydrolysis, epi-absorbance fluorescence; 0.89% of 290,000 active; AID 1527, 2009; inhibition, % at 5.6 µM;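 active means inhibition above the mean of all tested compounds plus 3 SD, cutoff set per screening run, cut at about 7.5% in these data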;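 further: red hydrolysis product quenches plate fluorescence so inhibitors raise well fluorescence; 0% = enzyme with DMSO and 100% = DMSO without enzyme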
DNA FID counter: compounds displacing fluorescent DNA intercalator, primary screen, artefact control for HCV NS3 helicase inhibitor project, biochemical, FID fluorescence | inhibition, % at 7.9 µM | 0.17% of 290,000 active | DNA fluorescent intercalator displacement | AID 1845, 2009; in the data active means inhibition above about 37%;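 further: 0% = vehicle and 100% = reference compound; higher means more ethidium bromide displaced from hairpin DNA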
UBC9 SUMO inh: inhibitors of in vitro SUMOylation cascade, primary screen, biochemical, HTRF, uHTS. HTRF SUMOylation assay, SAE1/SAE2 + UBC9. 0.36% of 290,000 active. inhibition, % at 35 µM. SUMO-conjugating enzyme UBC9 (Homo sapiens), P63279; in the data active means inhibition above about 50%, passing the limit was not always enough; further: strong numbers were not always called active
NS3 helicase inh: inhibitors of HCV NS3 helicase, primary screen, biochemical, Cy5 molecular beacon fluorescence; inhibition, % at 10.9 µM; AID 1800, 2009; 0.56% of 290,000 active; NS3 helicase DNA unwinding; Hepatitis C virus NS3 helicase;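 active means inhibition above the mean of all tested compounds plus 3 SD, set per campaign, cut at about 35% in these data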;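 further: 0% = DMSO wells and 100% = thioflavine S control wells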
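test system = hepatitis C virus NS3 helicase domain fragment enzyme | reagent = annealed dual-labelled DNA beacon duplex, ATP-started | times = 1 h at 25 °C | detection = Cy5 fluorescence, 0 and 60 min reads | read-out basis = percent inhibition from t60/t0 fluorescence ratio | control set = DMSO and thioflavine S | replication = one well per compound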
pCIP destab: p/CIP-EGFP fusion destabilizers, primary screen, fluorescence, F442A cells; Q05BA5; 16 h; decrease of EGFP signal, % at 10 µM; 0.01% of 290,000 active; AID 1984, 2009;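 active means EGFP signal decrease of at least 30% at 10 µM or well 3 SD below plate mean, unless failing retest; inactive means the rest, including hits failing retest or dose response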; further: some compounds called inactive have numbers as strong as hits; many of its hits are not listed in these tables
Target sequence (Q05BA5 1-1403): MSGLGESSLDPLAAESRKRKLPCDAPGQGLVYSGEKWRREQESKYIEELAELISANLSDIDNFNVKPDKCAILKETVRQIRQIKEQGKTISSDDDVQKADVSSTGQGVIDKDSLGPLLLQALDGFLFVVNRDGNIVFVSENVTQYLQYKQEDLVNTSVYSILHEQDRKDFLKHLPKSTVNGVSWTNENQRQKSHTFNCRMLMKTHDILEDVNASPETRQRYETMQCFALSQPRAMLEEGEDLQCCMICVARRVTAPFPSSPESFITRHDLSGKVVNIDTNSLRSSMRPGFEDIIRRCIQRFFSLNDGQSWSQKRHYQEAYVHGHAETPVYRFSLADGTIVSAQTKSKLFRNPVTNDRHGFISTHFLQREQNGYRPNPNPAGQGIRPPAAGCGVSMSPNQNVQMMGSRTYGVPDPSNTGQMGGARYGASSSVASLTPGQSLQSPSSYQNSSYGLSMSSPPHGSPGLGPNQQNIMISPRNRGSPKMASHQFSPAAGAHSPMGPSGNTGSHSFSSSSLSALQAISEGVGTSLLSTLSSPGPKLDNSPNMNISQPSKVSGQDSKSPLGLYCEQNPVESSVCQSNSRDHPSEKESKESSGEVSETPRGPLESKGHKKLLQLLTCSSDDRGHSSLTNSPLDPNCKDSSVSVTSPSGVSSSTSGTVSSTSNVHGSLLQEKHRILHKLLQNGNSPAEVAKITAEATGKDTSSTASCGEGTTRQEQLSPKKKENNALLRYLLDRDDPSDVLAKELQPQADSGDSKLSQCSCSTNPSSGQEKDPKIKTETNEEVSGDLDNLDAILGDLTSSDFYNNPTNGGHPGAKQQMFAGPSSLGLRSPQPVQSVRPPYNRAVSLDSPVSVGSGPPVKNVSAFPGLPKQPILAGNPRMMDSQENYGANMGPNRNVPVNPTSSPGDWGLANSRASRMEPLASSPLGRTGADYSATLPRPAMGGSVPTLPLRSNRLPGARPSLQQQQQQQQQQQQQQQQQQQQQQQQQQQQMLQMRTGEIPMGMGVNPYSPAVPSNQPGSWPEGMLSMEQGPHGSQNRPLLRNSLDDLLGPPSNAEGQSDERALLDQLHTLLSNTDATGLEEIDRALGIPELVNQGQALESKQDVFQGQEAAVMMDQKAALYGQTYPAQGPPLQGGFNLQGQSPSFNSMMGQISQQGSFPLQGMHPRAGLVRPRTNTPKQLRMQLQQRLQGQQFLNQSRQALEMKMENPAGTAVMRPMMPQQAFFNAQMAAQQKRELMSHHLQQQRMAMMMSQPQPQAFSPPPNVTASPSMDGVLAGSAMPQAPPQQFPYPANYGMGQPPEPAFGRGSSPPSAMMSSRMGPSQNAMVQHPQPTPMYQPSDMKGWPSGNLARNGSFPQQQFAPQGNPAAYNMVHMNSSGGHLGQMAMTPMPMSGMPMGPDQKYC
IDE cell activ: human IDE activators in live cells, primary screen, fluorescence polarization, HEK cells, FAbeta-B substrate | Insulin-degrading enzyme (Homo sapiens), P14735 | FAbeta-B cleavage; 0% vehicle, 100% cell-free pure enzyme wells | activation, % at 5.96 µM | 0.073% of 340,000 active | AID 493087, 2011;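 active means activation above the mean of all tested compounds plus 3 SD, set per screening campaign, cut at about 17% in these data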
* marks the source's active call; other numbers are inactive results; / = no result given; & = joins results of further samples.

SMILES	IDE cell inh	IMP-1 inhibitor	M18AAP inhibitor	VIM-2 inhibitor	DNA FID counter	UBC9 SUMO inh	NS3 helicase inh	pCIP destab	IDE cell activ
COc1ccc(/C=C/C(=O)c2ccccc2O)cc1CN1CCOCC1	2	-3.4	3	0.2	10	1	-7	-5	-4
CCOC(=O)c1sc(=NC(=O)c2ccc(OC(C)C)cc2)n(C)c1C	4	-4.8	2	-4.6	2	7	6	7	-1
COc1ccc(N(CC(=O)Nc2cc(OC)ccc2OC)S(=O)(=O)c2c(C)noc2C)cc1	-3	-1.8	2	-5.3	-54	-6	-18	-8	-2
COc1ccc(CN2CCN(c3ccccn3)CC2)c(OC)c1C	-2&2	0.8	-1	1.1	13	6	7	-16	4&-1
O=C(CN1C(=O)C2(OCCO2)c2ccccc21)c1ccc(Br)cc1	4	-2.2	2	-4.7	-11	9	-2	-8	-2
CCSc1nnc(NS(=O)(=O)c2ccc(OC)cc2)s1	4	-1.7	-4	1.1	-16	-3	10	6	3
CCOC(=O)C1=C(C)Nc2ccccc2N=C1NC(=O)Cc1ccc(Cl)c(Cl)c1	3	-1.5	-1	-0.6	-4	-2	-5	-9	11
Cc1ccc(S(=O)(=O)N2CCCCC2)cc1NC(=O)CSc1nccn1C	7	-1.8	-9	-2.9	-8	8	-7	-12	3
NC(=O)C[n+]1cccc(C(N)=O)c1	3	-2.7	-10	1.2	-1	-8	0	4	3
COc1ccc(NC2CC(=O)N(c3cccc(C)c3)C2=O)cc1 (configuration not stated)	-1	-3.2	1	-0.8	-11	1	8	-8	8
Cc1ccc(-c2ccc(SCC(=O)Nc3cc(C)on3)nn2)cc1	8	-2.5	6	-0.3	4	0	2	-15	6
CCCOC(=O)CC1C(=O)NCCN1C(=O)OC(C)(C)C (configuration not stated)	3	-0.8	-3	-0.2	-12	4	-14	-4	-4
CCC(C)NC(=O)CN1C(=O)COc2ccc(S(=O)(=O)N3CCOCC3)cc21 (configuration not stated)	7	-1.2	-10	0.1	-2	1	5	6	5
CC1Cc2nc(SCC(=O)N3CCOCC3)n(-c3ccccc3)c(=O)c2S1 (configuration not stated)	4	-1.2	3	0.8	-5	-15	-1	1	2
NS(=O)(=O)c1ccc(NC(=O)CSC2=NC(=O)C(c3ccccc3)C(=O)N2)cc1 (configuration not stated)	5	-1.4	5	-2.2	6	-21	9	5	0
COc1ccc(CCOC(=O)CNC(=O)c2ccc(Cl)cc2Cl)cc1	3	-1.4	2	-0.7	-27	-12	0	-7	3
Cc1ccc(N/C(N)=N/c2nc(CSc3nnc(C)s3)cc(=O)[nH]2)c(C)c1	-5	0.0	-11	2.2	-4	7	16	-24	5
CC(=O)Oc1c(C(=O)c2nnc(C)o2)c(=O)n(C)c2ccccc12	3	0.0	-4	-1.3	8	16	-8	5	-1
CCOC(=O)Cn1nnnc1CN(Cc1ccc(OC)cc1)Cc1cc2cc(CC)ccc2[nH]c1=O	-1	0.8	27	5.5	7	-19	10	-8	0
CCn1c(CCNC(=O)c2ccc(C)cc2)nnc1SCc1ccc(Cl)c(Cl)c1	0	-2.1	-6	-2.6	-30	-17	-12	-2	-2
CC(C)(C)C(=O)NNC(=O)COc1ccc2ccccc2c1Br	-1	-0.3	-5	-0.8	-11	8	-13	-1	3
O=C1CNC(=O)N1CC(O)Cn1c2ccccc2c2ccccc21 (configuration not stated)	7	-1.2	2	-1.8	-4	16	1	-6	1
CCC(C)(C)n1c(=O)[nH]c2c(c1=O)CCC2	1	-2.5	2	-2.2	4	15	3	-8	6
CCCCCOC(=O)Cn1c(=O)oc2ccccc21	9	-1.7	4	-1.7	-11	-8	8	9	2
CCn1c(=O)c(C(=O)NNS(=O)(=O)c2ccc(Br)cc2)c(O)c2ccccc21	2	-3.1	5	-2.0	-3	3	12	-4	8
O=C1C(=O)N(CCN2CCOCC2)C(c2ccccn2)/C1=C(/O)c1ccccc1 (configuration not stated)	8	-0.2	-13	-2.6	1	41	5	-23	6
CCc1ccc(NC(=O)NNC(=O)c2cc3ccccc3cc2O)cc1	-1	-3.4	15	-4.4	-15	/	-4	10	1
CN(CC(=O)Nc1ccccc1C(F)(F)F)C(=O)COc1ncnc2sccc12	0	-2.7	-1	-3.2	3	0	1	-1	2
CC(Sc1ccccn1)C(=O)Nc1ccc(S(N)(=O)=O)cc1 (configuration not stated)	-4	-1.5	12	-0.4	1	16	6	-9	0
CC(C)N(C(=O)C[n+]1ccc(/C=N/O)cc1)C(C)C	-3	-2.9	7	-1.7	-9	-8	-4	11	4
COc1ccc(C(=O)c2ccc(Cl)cc2)c2ccccc12	1	-3.7	-5	-5.2	0	-3	-7	1	4
CC(C)(C)c1ccc(C(=O)N/C(N)=N/c2nc3ccccc3o2)cc1	4	-2.8	-11	-2.5	-3	12	9	-4	5
CC(C)N(CC#CC(O)(c1ccccc1)c1ccccc1)CCO	-6	0.7	-12	0.1	6	4	10	-4	4
CSc1ccccc1NC(=O)c1cc(C(C)C)on1	3	-0.9	-3	-2.7	-4	8	5	-8	1
Cc1nnc(N/N=C/c2ccccc2C(F)(F)F)n1N	-2	-3.8	39*	-3.0	5	17	1	-3	1
CCn1c(=O)c(CCC(=O)NCCN2CCOCC2)c(C)c2c(C)nn(-c3ccccc3)c21	1	-1.6	-2	9.6*	22	7	-29	-1	4
CCOC(=O)C(C)Sc1nc(-c2ccccn2)ncc1OC (configuration not stated)	0	-4.5	11	35*	-14	-21	9	7	4
CCCCOc1ccc(C(=O)NNC(=S)NC(=O)CC)cc1	2	-2.8	5	-2.8	-5	18	9	-3	-1
Cc1noc(C)c1COc1cccc(C(=O)OCC(=O)NC(=O)c2ccc(OC(F)F)cc2)c1	-4	0.7	-5	0.4	-1	-7	-14	8	-4
COc1cc(OC)c(C(=O)Nc2ccccc2-c2ccccc2)cc1OC	1	-0.5	-4	0.1	-24	-14	-9	-6	2
C/C(=N\N1CCN(Cc2ccc(Cl)cc2)CC1)c1ccc([N+](=O)[O-])cc1	2	-2.8	-3	-1.8	-4	-2	3	9	5
C=CCc1cccc(CNc2c(C)cc(C)cc2C)c1O	-5	-0.4	-2	-0.5	-3	-4	-4	-1	8
CCOc1cc2[nH]c(=O)n(CCC(=O)N3CCN(c4ccccc4OC)CC3)c(=O)c2cc1OCC	7	-1.3	5	-3.0	-14	20	-4	7	2
CCN(CCCNC(=O)CN(C)S(=O)(=O)c1ccc2c(c1)CCC(=O)N2)c1cccc(C)c1	-1	-1.8	7	-0.7	-17	12	-1	2	1
O=C1c2ccccc2C(=O)c2[nH]cnc21	/	-2.7	8	0.6	1	15	-3	-2	2
CCN(CC)S(=O)(=O)c1cccc(C(=O)N[C@H](C(=O)NCc2ccc(Cl)cc2)C(C)C)c1	6	3.1	13	0.8	-7	18	-1	-3	7
COC(=O)c1ccc(-n2c(C)cc(C(=O)COC(=O)CC3Sc4ccccc4NC3=O)c2C)cc1 (configuration not stated)	8	-2.4	8	-3.1	-13	-2	0	4	5
CCOc1ccccc1N(C(=O)c1ccco1)C(C(=O)NC1CCCC1)c1cccnc1 (configuration not stated)	1	-3.0	2	-5.2	-23	-7	5	6	8

Looked up one by one from the list above, 6 records:
SMILES	IDE cell inh	IMP-1 inhibitor	M18AAP inhibitor	VIM-2 inhibitor	DNA FID counter	UBC9 SUMO inh	NS3 helicase inh	pCIP destab	IDE cell activ
CC(C)(C)c1ccc(C(=O)N/C(N)=N/c2nc3ccccc3o2)cc1	4	-2.8	-11	-2.5	-3	12	9	-4	5
CN(CC(=O)Nc1ccccc1C(F)(F)F)C(=O)COc1ncnc2sccc12	0	-2.7	-1	-3.2	3	0	1	-1	2
CCOC(=O)c1sc(=NC(=O)c2ccc(OC(C)C)cc2)n(C)c1C	4	-4.8	2	-4.6	2	7	6	7	-1
Cc1nnc(N/N=C/c2ccccc2C(F)(F)F)n1N	-2	-3.8	39*	-3.0	5	17	1	-3	1
CC(C)(C)C(=O)NNC(=O)COc1ccc2ccccc2c1Br	-1	-0.3	-5	-0.8	-11	8	-13	-1	3
COc1cc(OC)c(C(=O)Nc2ccccc2-c2ccccc2)cc1OC	1	-0.5	-4	0.1	-24	-14	-9	-6	2
